NPSR antag: qHTS Assay for Antagonists of the Neuropeptide S Receptor: cAMP Signal Transduction; Q6W5P4; CHO-NPSR cells, cAMP TR-FRET, antagonist mode; Potency, µM (highest dose often 38.3 µM), inactives show at the highest dose activity change, negative = inhibition, actives largely listed as inhibitors; actives 1% (n = 220,000); also: potency is read from the fitted curve at half-maximal effect; % is scaled to controls: 0 for no effect and ±100 for the full control effect; nearly all actives have a fitted effect of over 50% in size; many of its hits are not listed in these tables
Target sequence (Q6W5P4 whole entry, looked up): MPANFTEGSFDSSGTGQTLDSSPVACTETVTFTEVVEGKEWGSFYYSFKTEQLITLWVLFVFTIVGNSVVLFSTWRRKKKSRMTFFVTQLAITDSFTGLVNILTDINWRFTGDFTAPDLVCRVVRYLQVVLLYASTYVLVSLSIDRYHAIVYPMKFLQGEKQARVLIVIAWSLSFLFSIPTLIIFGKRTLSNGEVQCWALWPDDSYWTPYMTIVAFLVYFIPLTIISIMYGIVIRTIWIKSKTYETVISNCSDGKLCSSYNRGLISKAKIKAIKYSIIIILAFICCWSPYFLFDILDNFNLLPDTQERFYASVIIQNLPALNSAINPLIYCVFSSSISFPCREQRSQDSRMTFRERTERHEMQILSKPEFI
GLA spleen mod: qHTS Assay for Inhibitors and Activators of Human alpha-Galactosidase From Spleen Homogenate; Alpha-galactosidase A (Homo sapiens), P06280; human spleen homogenate, 4MU-alpha-Gal fluorescence, 40 min; Potency, µM (top dose mostly 80 µM), inactives show at the top dose activity change, negative = inhibition, usual class: inhibitors; actives 0.008% (n = 240,000); AID 2107, 2009;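 also: potency is read from the fitted curve at half-maximal effect; 0% = enzyme with vehicle and -100% = no enzyme basal signal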
Target sequence (P06280 32-429 limits assumed): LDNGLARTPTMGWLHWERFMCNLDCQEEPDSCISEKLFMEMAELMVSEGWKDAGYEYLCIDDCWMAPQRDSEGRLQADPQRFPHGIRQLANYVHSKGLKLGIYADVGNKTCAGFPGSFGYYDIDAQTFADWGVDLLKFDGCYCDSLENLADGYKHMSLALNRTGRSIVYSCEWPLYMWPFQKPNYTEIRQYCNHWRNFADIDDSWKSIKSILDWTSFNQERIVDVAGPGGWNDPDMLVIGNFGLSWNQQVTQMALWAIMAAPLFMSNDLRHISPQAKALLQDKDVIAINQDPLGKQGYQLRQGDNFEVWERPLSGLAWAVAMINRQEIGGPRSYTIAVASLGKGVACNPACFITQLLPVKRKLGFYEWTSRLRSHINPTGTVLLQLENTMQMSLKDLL
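Human spleen homogenate (1 ug) was the enzyme source, with 4-methylumbelliferyl-alpha-D-galactopyranoside (1 mM final) in pH 5.0 citrate buffer with 0.01% Tween-20. Compounds were titrated; after 40 min at 37C, NaOH/glycine stop, 4-MU fluorescence read; AC50 from Hill fits.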
Tau fluor counter: Counterscreen qHTS for Inhibitors of Tau Fibril Formation, Fluorescence Polarization; tau K18 P301L (four-repeat tau fragment) Alexa594 fluorescence, heparin fibrillization; Potency, µM (titrated, usually from 57.7 µM), without a hit: top-dose activity change, negative = decrease; actives 0.93% (n = 280,000); AID 1463, 2008; also: potency is read from the fitted curve at half-maximal effect; % is scaled to controls: 0 for no effect and ±100 for the full control effect; nearly all actives have a fitted effect of over 55% in size
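Human K18 P301L tau (15 uM unlabeled plus 0.24 uM Alexa 594-labeled, final) in 100 mM sodium acetate pH 7 was mixed with compound and 20 uM heparin and incubated 6 hr at 37 C.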
Epigenetic derep: Quantitative High-Throughput Screen for Regulators of Epigenetic Control; murine LDR cells, GFP reporter derepression, 30 h; actives 0.2% (n = 280,000); Potency, µM (series often up to 53.9 µM), for the others: top-dose GFP activation, hits mostly activators; AID 1865, 2009; also: potency is read from the fitted curve at half-maximal effect; % of control where 0% means no effect; nearly all actives have a fitted effect of over 60% in size
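Reporter derepression read as number of fluorescent GFP-positive objects, 20-120 um in size, counted by laser-scanning cytometer. Mouse LDR line with an epigenetically silenced CMV-GFP locus; compound incubation 30 h, 37 C.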
Tau FP inhib: qHTS for Inhibitors of Tau Fibril Formation, Fluorescence Polarization; Microtubule-associated protein tau (Homo sapiens), P10636; K18 P301L tau heparin fibrillization, Alexa594 FP, 6 h; actives 0.39% (n = 280,000); AID 1468, 2008; Potency, µM (titrated, usually from 57.7 µM), inactives show at the highest dose activity, negative = inhibition, usual class: inhibitors; also: potency is read from the fitted curve at half-maximal effect; % is scaled to controls: 0 for no effect and ±100 for the full control effect; nearly all actives have a fitted effect of over 55% in size
Target sequence (P10636 561-689 P618L limits assumed): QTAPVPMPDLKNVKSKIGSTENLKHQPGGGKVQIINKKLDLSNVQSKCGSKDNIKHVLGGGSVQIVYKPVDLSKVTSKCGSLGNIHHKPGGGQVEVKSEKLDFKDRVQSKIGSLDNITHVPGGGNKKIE
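Quantitative HTS format: compounds meet 15 uM recombinant K18 P301L tau and Alexa 594-tau tracer in 100 mM sodium acetate pH 7; 20 uM heparin triggers fibrillization at 37 C over 6 hr; FP gives the signal.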
CBFb-RUNX1 inh: qHTS Assay for Compounds Blocking the Interaction Between CBF-beta and RUNX1 for the Treatment of Acute Myeloid Leukemia; 230,000 tested, under 10 active; AID 1477, 2009; AlphaScreen CBFb-His/RUNX1-biotin binding, biochemical; Runt-related transcription factor 1 (Homo sapiens) + Core-binding factor subunit beta …; Potency, µM (top dose mostly 59.8 µM), for the others: at the top dose activity, negative = inhibition, actives largely listed as inhibitors; also: % of control where 0% means no effect
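Compounds were screened at multiple concentrations against a preformed CBF-beta(His)/RUNX1(biotin) complex (30 nM of each) for 15 min at room temperature, followed by 90 min with nickel and streptavidin beads and AlphaScreen reading.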
TR SRC2 fluor cs: Total Fluorescence Counterscreen for Inhibitors of the Interaction of Thyroid Hormone Receptor and Steroid Receptor Coregulator 2. actives 0.29% (n = 280,000). AID 1479, 2009. TRb/SRC2 Texas Red total fluorescence interference. Potency, µM (highest dose often 106 µM), for the others: top-dose fluorescence change, negative = quenching; active = well fitted curve in either direction with a large enough effect; inconclusive = small, poorly fitted or top-dose-only effect; also: potency is read from the fitted curve at half-maximal effect; % is scaled to controls: 0 for no effect and ±100 for the full control effect
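Human TRb ligand-binding domain at 0.6 uM with 20 nM Texas Red SRC2 peptide in Tris buffer containing 1 uM T3 and 5% DMSO, incubated with compound 5 h at ambient temperature. Total fluorescence (555/632 nm) calculated as parallel + 2 × perpendicular.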
TRb SRC2 PPI: qHTS for Inhibitors of the Interaction of Thyroid Hormone Receptor and Steroid Receptor Coregulator 2; Potency, µM (top dose mostly 106 µM), without a hit: top-dose activity change, negative = inhibition, most hits filed as inhibitors; actives 0.065% (n = 280,000); TRbeta-SRC2 peptide binding, fluorescence polarization; receptor liganded with 1 µM T3; Thyroid hormone receptor beta (Homo sapiens), P10828;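 also: potency is read from the fitted curve at half-maximal effect; plate controls were bound peptide for no effect and peptide without receptor for full effect; nearly all actives have a fitted effect of over 50% in size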
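TRb LBD 0.6 uM + Texas Red SRC2 peptide 20 nM, 1 uM T3, Tris buffer w/ 5% DMSO; compound pinned, 5 h RT; FP read ex 555/em 632; normalized to unbound and bound controls.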
* = called active by the depositor; ? = inconclusive; / = not tested or not shown; [ ] = remark or other dose. Unless noted, calls follow the shape of the dose curve; as a rule, active = well fitted curve in the direction sought with a large enough effect; inconclusive = small, poorly fitted or top-dose-only effect, or another doubt; inactive = no such curve, though single readings can be large; an effect the other way counts as inactive or inconclusive. These rows are one share of the data; the hit share may differ from the screen's.

SMILES | NPSR antag | GLA spleen mod | Tau fluor counter | Epigenetic derep | Tau FP inhib | CBFb-RUNX1 inh | TR SRC2 fluor cs | TRb SRC2 PPI
CCn1ncc(-c2ccnc3cc(C(=O)O)nn23)c1C | 6% | 25% | 4% | -0.2% | 10% | -27% | 1% | -2%
O=C(CCS(=O)(=O)Cc1ccccc1)N1CCN(Cc2ccccc2)CC1 | -1%[46.1 µM] | -4% | -1% | 0.0% | -5% | 5% | -2% | -1%
Cc1cccc(C(=O)Nc2ccc(-c3nc4cc(C(C)C)ccc4o3)cc2)c1 | / | / | ? | -0.8% | ? | / | 7% | 9%
COCCn1c(=NC(=O)c2ccc3c(c2)OCCO3)sc2cc(S(N)(=O)=O)ccc21 | -28% | -12% | -14% | 4.6% | -10% | 8% | 0% | 6%
CN1CCN(C(=S)NC(=O)/C=C/c2ccccc2)CC1 | -4%[46.1 µM] | 7% | -2% | 0.0% | 3% | 2% | 1% | -7%
CCc1nnc(NS(=O)(=O)c2ccc(N=Cc3c(C)[nH]n(-c4cccc(Cl)c4)c3=O)cc2)s1 | -30% | -3% | -13% | 0.0% | 3% | 0% | -5% | -1%
CCCCNC(=O)c1onc(CSc2ccccc2F)c1C(=O)O | -4%[46.1 µM] | 0% | -4% | -1.0% | -6% | 4% | -1% | -10%
CCN(CC)CC(=O)Nc1ccc(-c2ccc(NC(=O)CN(CC)CC)c(OC)c2)cc1OC | -29% | -3% | -10% | 0.3% | 11% | 1% | 0% | -4%
Cc1ccc(C)c(N2CCN(S(=O)(=O)c3ccc4c(c3)CCC(=O)N4)CC2)c1 | 0%[46.1 µM] | 2% | -28% | 1.0% | 5% | -1% | -2% | -18%
C=CCn1c(SCC(=O)NCC2CCCO2)nnc1-c1ccccc1 (stereo not given) | 7% | 4% | 2% | -1.2% | -8% | 15% | -3% | 6%
COC(=O)[C@@]1(Cc2ccc(OC)cc2)[C@H]2c3cc(C(=O)N4CCCC4)n(CCc4c[nH]c5cc(F)ccc45)c3C[C@H]2CN1C(=O)c1ccccc1 | / | -4% | -23% | 4.1% | -1% | -20% | 2% | 1%
CC(=O)OC[C@@H]1O[C@H](CCO/N=C\[C@@H](C)[C@H](OCc2ccccc2)C(C)C)C=C[C@@H]1OC(C)=O | / | 11%[17.5 µM] | -10%[11.6 µM] | 0.0%[10.1 µM] | 0%[11.6 µM] | 21%[13.1 µM] | -4%[11.2 µM] | 0%[11.2 µM]
CC1(C)SC(=Nc2ccccc2)N(S(=O)(=O)c2ccccc2)C1=O | 4% | 0% | -2% | -1.8% | -3% | 1% | 0% | 5%
C[N+]1(CC(=O)OCCCc2ccccc2)CCCCC1 | -2% | -4% | 3%[2.34 µM] | -0.1% | -7%[2.34 µM] | 3% | 1% | 6%
Cc1ccc2nc(-c3ccccn3)cc(C(=O)NC3CCN(C)CC3)c2c1 | -8%[46.1 µM] | 12% | 2% | -1.1% | 3% | 8% | 3% | 2%
CCNc1ccc(C(=O)OCC)cc1NC(=O)c1cc(S(=O)(=O)N2CCOCC2)ccc1C | -9%[46.1 µM] | 18% | -9% | 1.2% | 11% | -2% | 5% | -2%
N#C/C(=C\c1ccc(-c2ccccc2[N+](=O)[O-])o1)C(=O)Nc1nc(-c2cccs2)cs1 | -26%[46.1 µM] | 5% | ? | 0.0% | 0% | 7% | 0% | 2%
Nc1nc(N2CCN(c3ccccc3)CC2)n[nH]1 | 4% | 3% | 2% | -1.9%[10.1 µM] | ? | -4% | 3% | 0%
CCC/C=C1/CCCOC(C(=O)NCC2CC2)(C(F)(F)F)C1 (stereo not given) | / | 9% | / | / | / | 6% | 1% | -1%
CCCCSC1=C(C#N)C(c2ccccc2C)CC(=O)N1 (stereo not given) | 4%[46.1 µM] | 8% | -13% | -1.3% | 8% | 0% | 0% | -13%
COc1cccc(NC(=S)NCCC(c2ccccc2)c2ccccc2)c1 | -22%[46.1 µM] | -11% | ? | 1.1% | ? | -14% | 2% | 0%
O=C(c1sc2cccc(F)c2c1Cl)N1CCN(c2ncccn2)CC1 | 1% | 3% | -8% | 1.0% | -4% | -8% | 2% | 1%
CCN(CC)C1=CC(=O)OC12CCCCC2 | 11%[46.1 µM] | 3% | -2% | -2.2% | -2% | 11% | -2% | 6%
Cc1cc(N2CCN(C)CC2)nc2ccc(NC(=O)c3ccc4c(c3)OCO4)cc12 | -8%[46.1 µM] | 5% | ? | 6.6% | 14% | -1% | -6% | 16%

Entries listed so far that contain a thiophene ring, fused or not (2):
SMILES | NPSR antag | GLA spleen mod | Tau fluor counter | Epigenetic derep | Tau FP inhib | CBFb-RUNX1 inh | TR SRC2 fluor cs | TRb SRC2 PPI
N#C/C(=C\c1ccc(-c2ccccc2[N+](=O)[O-])o1)C(=O)Nc1nc(-c2cccs2)cs1 | -26%[46.1 µM] | 5% | ? | 0.0% | 0% | 7% | 0% | 2%
O=C(c1sc2cccc(F)c2c1Cl)N1CCN(c2ncccn2)CC1 | 1% | 3% | -8% | 1.0% | -4% | -8% | 2% | 1%

Other results.
SMILES | NPSR antag | GLA spleen mod | Tau fluor counter | Epigenetic derep | Tau FP inhib | CBFb-RUNX1 inh | TR SRC2 fluor cs | TRb SRC2 PPI
CCCOc1ccccc1NC(=O)CC1Nc2ccccc2NC1=O (stereo not given) | -11%[46.1 µM] | -15% | ? | -1.0% | 5% | -13% | -2% | -10%
Cc1cc(C)n(C(=O)CCCCCCCC(=O)n2nc(C)cc2C)n1 | -5%[46.1 µM] | -4% | -2% | -1.1% | 0% | 16% | -1% | -2%
CCCCOCCCNC(=O)c1cccs1 | 2%[46.1 µM] | 1% | 3% | 0.0% | 6% | 4% | -4% | -3%
C/C(=C\C(=O)c1cccnc1)Nc1ccc(C(=O)O)cc1 | -5%[46.1 µM] | 7% | -10% | 1.5% | -5% | 4% | -2% | -6%
Cc1ccc(C)c(NC(=O)CCN2CCc3ccccc3C2)c1 | -27% | 5% | 1% | -2.4% | 3% | -1% | 0% | 5%
CCOC(=O)CNC(=O)CSc1nnnn1-c1ccc(C)c(C)c1 | 1%[46.1 µM] | 4% | -6% | -2.7% | 3% | 2% | 0% | -6%
NCCCCCC(=O)Nc1ccncc1 | 10% | 3% | 4% | -0.7% | 1% | 7% | 0% | -1%
Cc1ccc(OC(=O)c2ccc(C)c(C)c2)cn1 | -8%[46.1 µM] | -7% | -4% | 1.1% | 8% | 3% | -5% | 1%
Cc1nccn1C[C@@H]1CCc2c(c3ccccc3n2C)C1=O | / | -4%[29.1 µM] | / | -0.3%[16.9 µM] | / | -1%[21.7 µM] | -2%[53 µM] | 2%[53 µM]
Cc1cccc2cc(CN(CCN3CCOCC3)C(=O)Nc3ccccc3F)c(=O)[nH]c12 | 3% | -15% | -10% | -1.0% | -7% | -4% | -3% | 5%
CCOc1ccc(S(=O)(=O)NCCc2sc3nc(-c4ccc(C)cc4)nn3c2C)cc1 | / | / | -13% | 2.6% | -7% | / | -2% | 0%
CC1=CCC2C(=O)N(c3ccccc3OC(=O)c3ccccc3F)C(=O)C2C1 (stereo not given) | 18% | 0% | 0% | 1.1% | -4% | 2% | 1% | -7%
Nn1cc(-c2ccccc2)nc1SCC(=O)N1CCN(S(=O)(=O)c2ccc3ccccc3c2)CC1 | -20%[46.1 µM] | 4% | -17% | -2.9% | 10% | -4% | 1% | 7%
O=C(/C=C/c1ccc(Cl)cc1)NC1CCS(=O)(=O)C1 (stereo not given) | 6% | -3% | 0% | 0.2% | -5% | -7% | -2% | -1%
Cc1ccc(NC(=O)Nc2ccc(F)cc2F)c(OC(F)F)c1 | 7% | -3% | 7% | -0.4% | -2% | 19% | 0% | 0%
CCC1=NN(C(=O)COc2ccccc2C)C(O)(c2ccncc2)C1 (stereo not given) | -28% | -9% | 10% | -3.1% | 6% | -1% | 1% | -5%
CC(C)CC(NS(=O)(=O)c1ccc2c(c1)oc(=O)n2C)C(=O)NCc1cccnc1 (stereo not given) | 9%[46.1 µM] | ? | -1% | -0.2% | 5% | -4% | 1% | -20%
Cc1[nH][nH]c(=O)c1[C@@H](c1ccccc1[N+](=O)[O-])C(C#N)C#N | 42% | -6% | -10% | 0.5% | -1% | 1% | 0% | 0%
CCCc1c(NC(=O)Nc2ccc(Cl)cc2Cl)cnn1-c1ccccc1 | 32% | -5% | -21% | 0.0% | -2% | 14% | -7% | -2%
COc1ccc2nc(NC(C)=O)sc2c1 | -1%[46.1 µM] | 7% | -2% | -0.3% | -2% | 0% | 1% | -17%
CS(=O)(=O)Nc1cccc(C2=NN(S(C)(=O)=O)C(c3ccc4c(c3)OCO4)C2)c1 (stereo not given) | -6% | 10% | -17% | 5.5% | ? | -10% | -2% | 0%
CC(C)NC(=O)c1ccc(COCC(F)(F)F)cc1 | -19%[46.1 µM] | -15% | -9% | -1.0% | -4% | 0% | 2% | -17%
Cc1cccc2sc(NC(=O)CCNS(=O)(=O)c3cccs3)nc12 | -3%[46.1 µM] | 7% | -28% | -0.3% | -12% | -1% | 2% | 6%
CCOc1ccc(NC(=O)CCn2cccn2)cc1 | / | / | 7% | 0.0% | 5% | / | ? | 0%
COC(=O)c1ccc(NC(=O)CSc2nc3c(c(=O)n(C)c(=O)n3C)n2Cc2ccccc2)cc1 | / | / | ? | 3.7% | ? | / | 4% | 1%
COc1ccccc1CNC(=O)C1CCN(S(=O)(=O)c2ccc3c(c2)CCCN3C(C)=O)CC1 | / | / | -10% | 2.5% | -2% | / | 1% | 0%

High-throughput results from PubChem BioAssay.
